Source: PubChem
SIRT5 inh – sirtuin-5 (human) deacylase inhibition; Purified SirT5, succinyl-peptide AMC, trypsin-coupled fluorescence; inhibition, % at 15 µM; Q9NXA8; 1.1% of 330,000 active; AID 652115; in the data active = inhibition above about 15%; inconclusive = no clear call, values can overlap the other calls
miR-122 sensor – inhibitors of miR-122 in Huh7 cells; AID 602342; activation (reporter increase), % at 12.5 µM; Huh7 miR-122 Renilla luciferase sensor, 48 h; neutral wells = 0, positive control = 100; 0.3% of 340,000 active;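 active = mean replicate activation score at least 90 and every replicate individually at or above 90; inconclusive = only one of the two criteria met; inactive = neither criterion met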;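 also: higher luciferase means less miR-122 activity so hits act as miR-122 inhibitors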
DENV2 CPE rescue – protects cells from dengue virus 2 cytopathic effect. DENV2-infected cells, cytopathic effect rescue, plate reader. CPE inhibition, % at 9.99 µM. 1.7% of 350,000 active; in the data active = CPE inhibition above about 20%, passing the limit was not always enough; inconclusive = no clear call, values can overlap the other calls; tested in BHK-21 cells;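 also: 0% = median of neutral control wells and 100% = median of positive control wells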
F508del corr – CFTR F508del correction in bronchial cells. CFBE cells, YFP halide quenching; stimulated with forskolin plus potentiator P3; % fluorescence drop versus neutral controls. activity (quench increase), % at 7.58 µM. 0.36% of 350,000 active;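 active = mean added fluorescence quench of at least 8% versus neutral control, with both replicates also reaching 8%; inconclusive = only one of the mean or replicate conditions met; inactive = mean below 8% and not both replicates reaching 8%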;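 also: cells transiently co-express mutant CFTR-F508del with the halide-sensitive YFP; corrector assay measuring rescue of mutant channel to the surface after 24 h compound exposure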
ERAP1 HTS inh – blocks human ERAP1 aminopeptidase activity | recombinant ERAP1, Leu-AMC fluorescence, 60 min | AID 652197 | 0.15% of 340,000 active | Q9NZ08 | inhibition, % at 10.7 µM;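 active = mean replicate inhibition of at least 30%, or all replicates individually reaching that 30% level; inactive = mean below 30% and not every replicate reaching it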;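 also: 0% = neutral control wells and 100% = L-leucinethiol positive control wells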
Target sequence (Q9NZ08 whole entry, looked up): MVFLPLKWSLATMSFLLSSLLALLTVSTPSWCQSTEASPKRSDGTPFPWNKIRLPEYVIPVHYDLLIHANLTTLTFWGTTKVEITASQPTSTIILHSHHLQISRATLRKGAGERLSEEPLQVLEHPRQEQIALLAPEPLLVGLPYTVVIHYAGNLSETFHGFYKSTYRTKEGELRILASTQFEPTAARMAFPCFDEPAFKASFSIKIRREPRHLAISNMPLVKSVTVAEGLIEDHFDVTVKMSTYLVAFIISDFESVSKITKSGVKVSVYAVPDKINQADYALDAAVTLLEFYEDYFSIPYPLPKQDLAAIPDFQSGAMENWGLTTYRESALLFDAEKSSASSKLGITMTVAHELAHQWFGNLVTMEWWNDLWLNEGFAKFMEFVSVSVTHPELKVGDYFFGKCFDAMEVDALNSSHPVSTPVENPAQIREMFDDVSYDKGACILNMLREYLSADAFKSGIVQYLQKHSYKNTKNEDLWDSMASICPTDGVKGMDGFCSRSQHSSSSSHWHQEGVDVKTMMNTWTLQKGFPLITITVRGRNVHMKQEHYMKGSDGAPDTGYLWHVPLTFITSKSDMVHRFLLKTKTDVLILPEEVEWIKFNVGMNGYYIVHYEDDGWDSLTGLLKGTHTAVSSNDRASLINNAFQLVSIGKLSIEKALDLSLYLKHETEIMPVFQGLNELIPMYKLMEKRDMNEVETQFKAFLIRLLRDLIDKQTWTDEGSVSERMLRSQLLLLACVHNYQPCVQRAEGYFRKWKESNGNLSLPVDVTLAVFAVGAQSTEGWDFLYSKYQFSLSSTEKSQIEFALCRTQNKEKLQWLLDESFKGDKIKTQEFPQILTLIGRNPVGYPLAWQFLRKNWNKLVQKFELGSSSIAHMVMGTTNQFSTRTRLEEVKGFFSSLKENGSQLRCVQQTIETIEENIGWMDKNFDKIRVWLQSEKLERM
CASP6 VEID inh – inhibitors of human caspase-6. P55212. inhibition, % at 12.5 µM. 0.53% of 350,000 active. purified caspase-6, Z-VEID-R110 cleavage fluorescence;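 active = mean inhibition across replicates at least about 35%, with every replicate also reaching that limit, limit read from the data; inconclusive = only one of the two criteria met; inactive = neither criterion met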;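 also: 0% = median of neutral control wells and 100% = no fluorescence left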
ERp5 inh – blocks human ERp5 reductase activity on insulin | Q15084 | ERp5 insulin aggregation, absorbance 650 nm, 90 min | inhibition, % at 9.99 µM | 0.05% of 350,000 active;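 active = mean replicate inhibition above about 25%, with every replicate also reaching it, limit read from the data, passing the limit was not always enough; inconclusive = only one of those two criteria met; inactive = neither criterion met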
Active calls of the source: *; ? = inconclusive; / = not tested or not shown; [ ] = remark or other dose.

A first look, three compounds:
Values run as follows: SIRT5 inh, miR-122 sensor, DENV2 CPE rescue, F508del corr, ERAP1 HTS inh, CASP6 VEID inh, ERp5 inh
O=C(C[C@H]1CC[C@H](NC(=O)C2CC2)[C@H](CO)O1)NCc1ccccc1Cl
  -3, /, ?, 0.2, 0, -2, -4
COc1cccc(CNc2ncnc3cc(Cl)ccc23)c1
  -2, /, /, 2.8, 3, 3, 5
O=C(CSc1ncn[nH]1)Nc1ccc(S(=O)(=O)Nc2ncccn2)cc1
  1, /, /, -0.6, -2, -3, -8

Main list, previewed entries included:
Values run as follows: SIRT5 inh, miR-122 sensor, DENV2 CPE rescue, F508del corr, ERAP1 HTS inh, CASP6 VEID inh, ERp5 inh
O=C(C[C@H]1CC[C@H](NC(=O)C2CC2)[C@H](CO)O1)NCc1ccccc1Cl
  -3, /, ?, 0.2, 0, -2, -4
COc1cccc(CNc2ncnc3cc(Cl)ccc23)c1
  -2, /, /, 2.8, 3, 3, 5
O=C(CSc1ncn[nH]1)Nc1ccc(S(=O)(=O)Nc2ncccn2)cc1
  1, /, /, -0.6, -2, -3, -8
C#Cc1ccc([C@H]2C=C(C(=O)N3CCN(Cc4ccccc4)CC3)O[C@@H](OCc3ccc(CO)cc3)C2)cc1
  /, -2, 2, 1.2, 0, -1, 0
CC(=O)NCCC(=O)Nc1cc(S(=O)(=O)N2CCOCC2)ccc1N1CCCC1
  1, /, 0, -1.8, 0, -5, -1
COc1ccc(-n2ccn(CC(=O)Nc3ccccc3OC)c(=O)c2=O)cc1
  -2, -4, -2, -1.5, 2, 0, 0
Cc1cccc(/C=N/n2c(COc3ccccc3)n[nH]c2=S)c1
  -3, 4, 11, 0.3, 2, 5, -3
OC(COc1ccc(Cl)cc1Cl)CN1CCc2ccccc2C1 (stereo not given)
  0, -2, 5, 2.6, 1, -7, 15
Cc1cc(N2CCOCC2)nc2ccc(NC(=O)C3CCCCC3)cc12
  -3, 0, 2, 2.0, -14, -4, -6
CCCCn1c(-c2ccccc2C)nc2cc3[nH]c(=O)c(C(C)C)nc3cc21
  1, -3, ?, -0.2, -8, 7, 4
Cc1cc(C)nc(SCC(=O)OCC(=O)N(C)c2c(N)n(Cc3ccccc3)c(=O)[nH]c2=O)n1
  -2, /, 12, 1.3, -2, 4, 3
CCCC(C)C1c2c(c(C)c(C)oc2=O)Oc2c(C)c(C)oc(=O)c21 (stereo not given)
  -3, 1, /, -0.5, -1, 5, 0
C[C@@H]1CN([C@H](C)CO)C(=O)c2cccc(NC(=O)Nc3ccc(C(F)(F)F)cc3)c2O[C@@H]1CN(C)C(=O)Nc1ccccc1
  2, -5[16.7 µM], 43*, 1.8, 3, 4, 4
Cc1cc(S(=O)(=O)N2CCCCC2CCNC(=O)C(=O)NC2CC2)ccc1F (stereo not given)
  -6, /, -6, 0.5, 1, -4, -2
Cc1ccccc1OCCC(=O)Nc1ccc(Cl)cc1F
  -7, -3, 2, /, 1, -2, 0
C#CCN1C=C(C(=O)OCC)C(C)N(Cc2ccccc2I)S1(=O)=O (stereo not given)
  -5, 12, 74*, 4.8, 10, 0, 3
COc1ccccc1NC(=O)CSc1nc2ccccc2c(=O)n1C
  -1, /, 6, 1.3, 0, 1, -2
COC(=O)[C@H](Cc1ccc(O)cc1)NC(=O)Cn1cnc2c(SC)nc(N)nc21
  -1, 2, 8, 0.1, 0, 1, 2
CCn1c(SCC(=O)N(C)c2c(N)n(Cc3ccccc3)c(=O)[nH]c2=O)nc2ccccc21
  0, -3, 7, -0.6, 3, 0, -2
c1ccc(CNCCC(Cc2ccccc2)c2ccco2)cc1 (stereo not given)
  1, /, -1, 1.8, -9, -3, /
COc1ccc(/C=C2\OC(=S)N(C)C2=O)cc1
  2, -6, -1, 1.4, 9, 1, -5
Cc1ccc(NC(=O)c2cc(C)nc3ccccc23)c(C)c1
  -6, 5, -2, -0.1, -1, -4, 2
CC1=C2C3OC(=O)C(C)[C@@H]3CC[C@](C)(O)C2C2C3C4C5(C12)[C@H]1OC(=O)[C@@H](C)C1CC[C@]4(C)O[C@]5(C)[C@@H]3O (stereo not given in full)
  -2, /, -1, /, 12, 0, -2
CCCCn1c(N)c(N(CCOC)C(=O)c2ccc(Br)o2)c(=O)[nH]c1=O
  -5, /, ?, 3.6, 2, -4, -4
Cc1cc(C)cc(N(C(=O)c2snc(C(N)=O)c2N)C(C(=O)NCC2CCCO2)c2cccs2)c1 (stereo not given)
  -2, -4, 1, 0.4, 9, 2, 5
CCCCSCCCNC(=O)c1ccc(CS(=O)(=O)c2ccc(OC)cc2)o1
  -4, 7, -1, 1.0, -1, 0, 3
COCCNC(=O)C[C@H]1CC[C@@H]2[C@H](COC[C@H](O)CN2Cc2cccc(-c3ccncc3)c2)O1
  2, 0[16.7 µM], 2, 0.3, 2, -2, -4
O=C(c1cccc(F)c1)N1CCCCN2[C@H](CO)[C@@H](c3ccc(-c4ccccc4)cc3)[C@@H]2C1
  2, 2[16.7 µM], -13, -0.9, 5, 1, -4
CCOC(=O)CCCCCC(=O)Nc1ccc2c(c1)C(=O)N([C@H](C)CO)C[C@H](C)[C@@H](CN(C)S(C)(=O)=O)OCCCC[C@@H](C)O2
  -1, -9, 6, -3.9, -5, 1, 4
O=C(C[C@H]1C[C@@H]2c3cc(NC(=O)Nc4ccccc4F)ccc3O[C@@H]2[C@H](CO)O1)NCC(F)(F)F
  -1, 1[16.7 µM], -5, 1.6, -1, -1, 2
COc1ccc(CN(C)C[C@H]2Oc3ccc(NC(=O)NC(C)C)cc3CC(=O)N([C@@H](C)CO)C[C@H]2C)cc1
  3, 6[16.7 µM], 1, -1.9, 3, -2, -2
CNC[C@@H]1Oc2ccc(NC(=O)C3CCCCC3)cc2CC(=O)N([C@@H](C)CO)C[C@H]1C
  2, 1[16.7 µM], 15, -1.1, -1, -1, -2
CN(Cc1cccc(C(F)(F)F)c1)Cc1nc(-c2cnccn2)no1
  -1, -8, -2, -3.6, 14, -3, 1
Nc1nc(NCCc2ccccc2)nc(NCCO)c1[N+](=O)[O-]
  0, 2, -5, -1.9, -7, -4, 0
CCCCNC(=S)Nc1ccc(-c2nc3ccc(C)cc3s2)cc1
  -20, 0, 1, /, -2, -4, 1
O=C(CC[C@H]1O[C@@H](n2ccc(=O)[nH]c2=O)[C@H](O)[C@@H]1O)N[C@H](Cc1ccccc1)C(=O)NCC1CCCO1 (stereo not given in full)
  -4, -3, 0, -1.6, 2, 1, 19
CO[C@@H]1CN(C)C(=O)c2cc(NC(=O)C3CCCCC3)ccc2OC[C@@H](C)N(C(=O)c2ccccc2)C[C@H]1C
  1, /, ?, -3.6, -4, 0, -1
CC(=O)C12CC(C)=C(C)CC1CC1C3CCC4=CC(=O)CCC4(C)C3CCC12C (stereo not given)
  -3, -2, -9, -1.6, 4, -2, 0
Cc1ccc(NC(=O)CN2C(=O)N/C(=C/c3ccccc3OCc3cccc(C(=O)O)c3)C2=O)cc1
  1, -4, 7, 0.7, -3, 8, 1
CCNC(=S)N1CCn2cccc2C1c1ccc(F)cc1 (stereo not given)
  0, /, -2, 0.0, -3, -1, -1
CNCC(C)COc1ccccc1OCc1ccccc1 (stereo not given)
  0, /, 64*, 1.4, 3, 1, 2
Cc1ccc(S(=O)(=O)N2[C@@H](c3ccc(F)cc3)C(C(=O)O)=CC[C@H]2c2cccs2)cc1
  /, -2, 10, 1.2, 2, 4, 1
Cn1ncc2cc3c(Nc4ccc(Cl)cc4)cccc3nc21
  /, 2, 13, 0.4, -3, 1, 0
Cc1ccc(N(CCC#N)C(=O)COC(=O)c2cc(C)no2)cc1
  -4, /, 6, 2.2, -4, -5, -2
Cc1ccc(S(=O)(=O)Nc2ccc3c(c2)CC(=O)N([C@@H](C)CO)C[C@@H](C)[C@H](CN(C)S(=O)(=O)c2c(C)noc2C)O3)cc1
  3, 2[16.7 µM], -4, 1.5, -1, 0, 2
CCOc1ccc(CCN2CN(CC)CNC2=S)cc1OCC
  2, /, -5, 1.0, 0, 2, ?
Cc1ccc(-c2nc3ccc(Cl)cn3c2Cc2cccc(Cl)c2)cc1
  0, -4, 14, -1.6, 4, 0, -13
Cc1cc(C)c(NC(=O)CCCN2CCCC2)c(C)c1
  -3, -6, 5, -2.3, 2, -7, 1
O=C(O)COc1ccccc1/C=N/NC(=O)c1cc(-c2ccc(F)cc2)nc2ccccc12
  6, 7, /, -2.8, -45, 10, 1
Cc1ccc(C2(C)NC(=O)N(CC(=O)NNC(=O)c3cc(C)oc3C)C2=O)cc1 (stereo not given)
  -3, -5, -6, -5.2, -3, 0, 0
CC(=O)Nc1ccc(OCC(O)CN2C(C)(C)CC(O)CC2(C)C)cc1 (stereo not given)
  -1, /, -1, /, 2, -2, -2
CN(C)CCN(Cc1ccccc1)S(=O)(=O)c1csc(C(N)=O)c1
  -1, 3, -7, -1.1, 2, -1, 5
COc1cc(CN2C(=S)NC(C)(C)CC2(C)O)cc(OC)c1 (stereo not given)
  3, /, 11, /, 2, 1, 2
CCCC(NC(=O)COc1cc2c(c3oc(=O)c(C)c(C)c13)CCC(C)(C)O2)C(=O)O (stereo not given)
  -66, /, 18, 1.3, 6, -4, 2
O=c1c2cnn(-c3ccccc3)c2ncn1CCc1ccccc1
  -4, /, 6, 1.6, -1, 1, 1
Cc1cc(C)cc(N(CC(=O)NCc2ccccc2)C(=O)CCC(=O)Nc2ccccn2)c1
  1, -6, -4, -0.2, -1, -2, -5
C[N+]1(CN2C(=O)C3C4C=CC(C4)C3C2=O)CCCCC1 (stereo not given)
  1, /, 1, 0.1, /, -62, 6
Cc1ccc(NC(=O)Cn2c([N+](=O)[O-])cnc2C)cc1
  2, /, 11, -2.4, 0, 0, 0
O=C(O)CSc1nnnn1C1CCCCC1
  -1, /, -2, 0.6, 2, -4, 2
C[C@H]1CN([C@@H](C)CO)C(=O)c2cc(C#CC3(O)CCCC3)cnc2O[C@H]1CN(C)Cc1cncnc1
  0, 1[16.7 µM], -7, 1.0, 1, 2, -1

Next structures
Values run as follows: SIRT5 inh, miR-122 sensor, DENV2 CPE rescue, F508del corr, ERAP1 HTS inh, CASP6 VEID inh, ERp5 inh
C/C=C/c1ccc2c(c1)[C@H]1[C@H](CCN1S(=O)(=O)c1ccccc1F)[C@H](CO)N2
  /, 6[16.7 µM], 25*, -0.4, /, /, /
C[C@H](CO)N1C[C@H](C)[C@@H](CN(C)Cc2ccc3c(c2)OCO3)Oc2ccc(NC(=O)Nc3ccc(C(F)(F)F)cc3)cc2CC1=O
  1, -8[16.7 µM], -5, -0.1, 2, 1, 3
CCc1nc2ccc(C(=O)NCCCN(C)C)cn2c1N(CC)CCOC
  -3, 2, -4, 3.2, -5, /, 6
C=CC[C@@H](Cc1ccc(F)cc1)C(=O)OC[C@H]1CCCN1C(=O)[C@@H](CC=C)CC(=O)N[C@@H](CO)Cc1ccccc1
  /, /, 4, 2.8, 0, 0, -2
O=[N+]([O-])c1ccccc1OCCN1CCOCC1
  -6, -4, -4, 1.4, 1, -1, 2
COc1cccc(/C=N/NC(=S)Nc2cccnc2)c1
  -2, 4, /, -1.7, 1, -2, 5
CCCNC(=O)C(Cc1ccc(F)cc1)NC(=O)c1ccc(C#N)cc1 (stereo not given)
  /, -2, -5, 3.1, /, -3, 3
Cc1ccc(O)c(N=Cc2sc3ccccc3c2Cl)c1
  -21, -9, -4, -0.7, -3, 9, 4
C[C@H](CO)N1C[C@H](C)[C@@H](CN(C)S(C)(=O)=O)Oc2ccc(NC(=O)CCCCCC(=O)Nc3ccccc3N)cc2CC1=O
  -2, -11[16.7 µM], 6, -1.9, -2, 2, -5
N#Cc1c(-c2ccccc2)nc(SCC(=O)NC2CCCCC2)[nH]c1=O
  0, /, 8, -1.5, 6, -1, -3
CN(C)CC(=O)N1CC[C@@H]2[C@H](CO)Nc3ccc(-c4ccc(C(=O)N(C)C)cc4)cc3[C@@H]21
  -8, -2[16.7 µM], ?, 1.3, 1, -3, 0
CN(C)CCNC(=O)c1c(O)c2c([nH]c1=O)CCCC2
  -1, 5, -8, -0.3, -8, /, -1
O=C1NC[C@@H](CCCCN2C[C@H](Cc3ccc(O)cc3)N(CCc3ccc(O)cc3)C(=O)C2=O)N(CCc2ccc(O)cc2)C1=O
  -1, /, -8, 0.5, -1, 22, -7
